CCT chaperon mod – High-Throughput Screening for Modulators of Cytosolic Chaperonin Activity | purified chaperonin ATPase assay, HTRF ADP detection, 30 min | activity change, % (concentration not given with the values), hits read low | hit rate 0.3% among 360,000 | AID 651819, 2012; in the data active means activity change below about -30%; further: on the % scale 0 is the no-effect control and ±100 the full control effect
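First, chaperonin was dispensed at 40 nM or 20 nM final depending on batch activity. Next, compounds were pinned at 76 uM and ATP added at 10 uM. After 30 min at 37 °C, ADP detection reagents ran 30 min at ambient temperature.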
EPAC2 antag – qHTS for Antagonist of cAMP-regulated guanine nucleotide exchange factor 2 (EPAC2): primary screen; Rap guanine nucleotide exchange factor 4 (Homo sapiens), Q8WZA2; EPAC2 GEF exchange of Rap1B-BODIPY-GDP, fluorescence; Potency, µM (titrated, usually from 114 µM), inactives show at the highest dose activity, negative = inhibition, hits mostly inhibitors; hit rate 0.18% among 360,000; AID 720708, 2013; further: potency means the concentration at half of the fitted maximal effect; on the % scale 0 is the no-effect control and ±100 the full control effect; nearly all actives have a fitted effect of over 45% in size; many of its hits are not listed in these tables
Target sequence (Q8WZA2 whole entry, looked up): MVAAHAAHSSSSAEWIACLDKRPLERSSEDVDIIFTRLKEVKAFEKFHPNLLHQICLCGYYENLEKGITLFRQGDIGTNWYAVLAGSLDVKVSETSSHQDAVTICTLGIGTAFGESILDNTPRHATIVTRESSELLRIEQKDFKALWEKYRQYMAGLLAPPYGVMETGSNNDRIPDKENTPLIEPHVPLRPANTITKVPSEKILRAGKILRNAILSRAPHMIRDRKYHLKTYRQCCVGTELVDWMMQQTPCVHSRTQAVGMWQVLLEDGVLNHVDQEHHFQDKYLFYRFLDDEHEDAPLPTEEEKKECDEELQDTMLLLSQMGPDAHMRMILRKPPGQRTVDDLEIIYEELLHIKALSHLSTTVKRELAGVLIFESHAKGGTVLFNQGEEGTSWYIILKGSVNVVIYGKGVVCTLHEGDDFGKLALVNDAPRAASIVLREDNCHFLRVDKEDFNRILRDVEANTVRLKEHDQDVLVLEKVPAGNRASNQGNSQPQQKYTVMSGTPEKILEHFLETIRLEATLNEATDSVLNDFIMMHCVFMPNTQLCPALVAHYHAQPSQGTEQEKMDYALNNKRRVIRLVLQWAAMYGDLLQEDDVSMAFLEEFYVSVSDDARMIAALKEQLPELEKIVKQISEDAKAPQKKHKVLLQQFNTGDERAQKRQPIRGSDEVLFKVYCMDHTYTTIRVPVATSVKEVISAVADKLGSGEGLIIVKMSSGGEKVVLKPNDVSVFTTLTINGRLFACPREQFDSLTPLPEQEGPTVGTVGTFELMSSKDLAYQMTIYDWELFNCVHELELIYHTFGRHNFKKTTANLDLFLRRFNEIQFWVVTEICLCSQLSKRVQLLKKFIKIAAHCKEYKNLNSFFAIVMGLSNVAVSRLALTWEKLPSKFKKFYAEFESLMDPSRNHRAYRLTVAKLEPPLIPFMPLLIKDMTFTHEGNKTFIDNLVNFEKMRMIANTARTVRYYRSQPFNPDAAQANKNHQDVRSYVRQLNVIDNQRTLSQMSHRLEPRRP
WRN helicase inh – qHTS for Inhibitors of WRN Helicase. WRN helicase unwinding, fluorescent forked duplex, kinetic. Potency, µM (top dose mostly 114 µM), without a hit: at the highest dose activity change, negative = inhibition, actives largely listed as inhibitors. hit rate 0.46% among 360,000. AID 651768, 2012; further: potency means the concentration at half of the fitted maximal effect; on the % scale 0 is the no-effect control and ±100 the full control effect; nearly all actives have a fitted effect of over 55% in size
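WRN at 20 nM final was preincubated with compound for 15 min at room temperature; reaction started with 100 nM forked duplex oligonucleotide carrying fluorophore and quencher plus 2 mM ATP (final). Unwinding followed kinetically by red fluorescence (ex 525/em 598 nm).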
EPAC1 antag – qHTS for Antagonist of cAMP-regulated guanine nucleotide exchange factor 3 (EPAC1): primary screen | Rap guanine nucleotide exchange factor 3 (Homo sapiens), O95398 | EPAC1 GEF assay, Rap1b-BODIPY-GDP exchange fluorescence | Potency, µM (series often up to 115 µM), without a hit: at the highest dose activity change, negative = inhibition, hits mostly inhibitors | hit rate 0.14% among 360,000;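 further: potency means the concentration at half of the fitted maximal effect; plate controls were vehicle for no effect and positive control for full effect; nearly all actives have a fitted effect of over 50% in size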
PLK1 PBD block – qHTS for Inhibitors of PLK1-PDB (polo-like kinase 1 - polo-box domain): Primary Screen; Potency, µM, for inactives: max response, negative = inhibition, most hits filed as inhibitors; Plk1 PBD binding of FITC phosphopeptide, fluorescence polarization; hit rate 2.8% among 360,000; further: potency means the concentration at half of the fitted maximal effect; series mostly up to about 57 µM; on the % scale 0 is the no-effect control and ±100 the full control effect; nearly all actives have a fitted effect of over 65% in size
EPAC1 agonist – qHTS for Agonist of cAMP-regulated guanine nucleotide exchange factor 3 (EPAC1): primary screen. Rap guanine nucleotide exchange factor 3 (Homo sapiens), O95398. EPAC1 agonist qHTS, biochemical assay; response scale: 100% = response to 6.5 mM cAMP. Potency, µM (doses to about 154 µM), inactives show top-dose activation, hits mostly activators. hit rate 0.073% among 360,000; further: potency means the concentration at half of the fitted maximal effect; nearly all actives have a fitted effect of over 60% in size
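Compounds were pinned as a concentration titration into mixtures of EPAC1 (100 nM), BODIPY-GDP-loaded Rap1B (250 nM) and GDP (50 uM). After 5 min at room temperature, fluorescence was followed for 30 min; activity was scaled to 6.5 mM cAMP.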
MmCpn inh – Inhibitors of TCP-1 ring complex (TRiC) of Methanococcus maripaludis (MmCpn): qHTS | Chaperonin Mm-Cpn (Methanococcus maripaludis) | purified Mm-Cpn ATPase, ADP Transcreener TR-FRET | Potency, µM (series often up to 76.9 µM), inactives show at the top dose activity, negative = inhibition, hits mostly inhibitors | hit rate 0.031% among 330,000; further: potency means the concentration at half of the fitted maximal effect; on the % scale 0 is the no-effect control and ±100 the full control effect; nearly all actives have a fitted effect of over 80% in size
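Quantitative HTS used 25 nM Mm-CPN and 10 uM ATP in magnesium/KCl Tris buffer, pH 7.4, with 1 mM DTT. Hydrolysis ran 30 min at 37°C; ADP was read by HTRF.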
PI5P4K alpha inh – qHTS for Inhibitors of phosphatidylinositol 5-phosphate 4-kinase (PI5P4K). Phosphatidylinositol 5-phosphate 4-kinase type-2 alpha (Homo sapiens), P48426. PI5P4Kalpha enzyme, ADP-Glo luminescence, 60 min; stronger effect = lower value. max response, %. hit rate 1.2% among 330,000. AID 652105, 2013; active means max response of -50% or lower; inconclusive means between -30% and -50%; inactive means -30% or higher; further: value at the top dose of about 77 µM; on the % scale 0 is the no-effect control and ±100 the full control effect
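ADP-Glo luminescence end-point read after a 60 min room-temperature kinase reaction of PI5P4Kalpha plus substrate, initiated with ATP at 5 microM final. Buffer: 0.038 M HEPES pH 7.4, EGTA, 0.1% CHAPS, 5% DMSO.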
Numbers without * were called inactive; [ ] = another dose, or the depositor's remark. Unless noted, the call rests on the fitted dose curve; in most records, active means well fitted curve in the direction sought with a large enough effect; inconclusive means small, poorly fitted or top-dose-only effect, or another doubt; inactive means no such curve, though single readings can be large; an effect the other way counts as inactive or inconclusive.

A first look, 2 compounds:
`Cc1ccccc1Oc1ccc2c(c1)[C@@H]1C[C@H](N(C)C(=S)Nc3ccc(F)cc3)[C@H]([C@H](C)O)C(=O)N1CC2` gave CCT chaperon mod -0.3, EPAC2 antag -8%, WRN helicase inh -9%, EPAC1 antag -22%, PLK1 PBD block -19%, EPAC1 agonist -7% and PI5P4K alpha inh 3.
COc1cc(/C=C/C(=O)O)ccc1O was read as CCT chaperon mod -0.1, EPAC2 antag 3%, WRN helicase inh -4%, EPAC1 antag -5%, PLK1 PBD block -5%, EPAC1 agonist 3% and PI5P4K alpha inh 3.

The whole of this part (from the top)
`Cc1ccccc1Oc1ccc2c(c1)[C@@H]1C[C@H](N(C)C(=S)Nc3ccc(F)cc3)[C@H]([C@H](C)O)C(=O)N1CC2` gave CCT chaperon mod -0.3, EPAC2 antag -8%, WRN helicase inh -9%, EPAC1 antag -22%, PLK1 PBD block -19%, EPAC1 agonist -7% and PI5P4K alpha inh 3.
COc1cc(/C=C/C(=O)O)ccc1O was read as CCT chaperon mod -0.1, EPAC2 antag 3%, WRN helicase inh -4%, EPAC1 antag -5%, PLK1 PBD block -5%, EPAC1 agonist 3% and PI5P4K alpha inh 3.
O=C1C=CC(=Nc2ccc3c(c2)Cc2cc(F)ccc2-3)O1 was read as CCT chaperon mod -1.5, EPAC2 antag -6%, WRN helicase inh inconclusive, EPAC1 antag inconclusive, PLK1 PBD block inconclusive, EPAC1 agonist 0% and PI5P4K alpha inh -58*.
For CCN(CCNC(=O)Cn1c(=O)sc2ccccc21)c1ccccc1 the results were CCT chaperon mod -0.5, EPAC2 antag 18%, WRN helicase inh -2%, EPAC1 antag -7%, PLK1 PBD block -16%, EPAC1 agonist 4%, MmCpn inh -2% and PI5P4K alpha inh 0.
`O=[N+]([O-])c1ccc(Cc2ccccn2)c([N+](=O)[O-])c1` gave CCT chaperon mod 2.0, EPAC2 antag -1%, WRN helicase inh 1%, EPAC1 antag inconclusive, PLK1 PBD block -5%, EPAC1 agonist 9% and PI5P4K alpha inh 6.
COc1ccc(C2CC(c3ccccc3)=NN2C(=O)COC(=O)c2cccc(S(=O)(=O)N3CCOCC3)c2)cc1 (stereo not given) was read as CCT chaperon mod -1.0, EPAC2 antag -3%, WRN helicase inh -5%, EPAC1 antag -15%, PLK1 PBD block -1%, EPAC1 agonist 13%, MmCpn inh -23% and PI5P4K alpha inh -2.
Screening O=C(COC(=O)Cc1n[nH]c(=O)c2ccccc12)Nc1ncc(Cl)cc1Cl returned CCT chaperon mod -1.7, EPAC2 antag 18%, WRN helicase inh -10%[11.6 µM], EPAC1 antag -4%, PLK1 PBD block -6%, EPAC1 agonist -10%, MmCpn inh 3% and PI5P4K alpha inh -25.
`COc1ccc(NC(=O)c2cccc3ccccc23)cc1OC` gave CCT chaperon mod 2.0, EPAC2 antag -4%, WRN helicase inh 1%, EPAC1 antag 4%, PLK1 PBD block 0%, EPAC1 agonist -2% and PI5P4K alpha inh -2.
Screening COc1ccc(C(=O)Nc2cc(C(C)=O)c(C)oc2=O)cc1 returned CCT chaperon mod -0.2, EPAC2 antag 6%, WRN helicase inh -12%, EPAC1 antag -6%, PLK1 PBD block -4%, EPAC1 agonist -3%, MmCpn inh 1% and PI5P4K alpha inh 5.
Screening Cn1ccnc1SCC(=O)c1c(N)n(C)c(=O)n(C)c1=O returned CCT chaperon mod 0.5, EPAC2 antag 2%, WRN helicase inh -1%, EPAC1 antag 0%, PLK1 PBD block 7%, EPAC1 agonist 0%, MmCpn inh 1% and PI5P4K alpha inh -4.
Screening CC(C)[C@H](NC(=O)c1ccco1)C(=O)OCC(=O)Nc1ccc(F)cc1 returned CCT chaperon mod -1.3, EPAC2 antag -1%, WRN helicase inh 1%, EPAC1 antag 1%, PLK1 PBD block -10%, EPAC1 agonist 13%, MmCpn inh 0% and PI5P4K alpha inh -8.
For CN1CCN(c2ccc(Cl)cc2NC(=O)CC2OC(=O)c3ccccc32)CC1 (stereo not given) the results were CCT chaperon mod 0.7, EPAC2 antag 14%, WRN helicase inh -15%, EPAC1 antag -2%, PLK1 PBD block -1%, EPAC1 agonist -34%[inhibitor], MmCpn inh 2% and PI5P4K alpha inh -5.
`COc1cccc(NC(=O)COC(=O)CCC(=O)c2cccs2)c1` gave CCT chaperon mod -1.4, EPAC2 antag 8%, WRN helicase inh -5%, EPAC1 antag -22%, PLK1 PBD block -7%, EPAC1 agonist -2%, MmCpn inh 1% and PI5P4K alpha inh -1.
Screening O=C(NCc1cccnc1)c1csc2c1CCCC2 returned CCT chaperon mod -0.3, EPAC2 antag -5%, WRN helicase inh 0%, EPAC1 antag 9%, PLK1 PBD block -5%, EPAC1 agonist -4%, MmCpn inh 1% and PI5P4K alpha inh -5.
Screening Cc1ccc(NC(=O)CN2C(=O)NC(Cc3ccccc3)C2=O)cc1 (stereo not given) returned CCT chaperon mod 0.1, EPAC2 antag 1%, WRN helicase inh 4%, EPAC1 antag 2%, PLK1 PBD block -4%, EPAC1 agonist 5%, MmCpn inh -3% and PI5P4K alpha inh 4.
CCOc1ccc(S(=O)(=O)N2CCCC(C(=O)NCC3CCCO3)C2)cc1Cl (stereo not given) was read as CCT chaperon mod -1.7, EPAC2 antag -10%, WRN helicase inh -9%, EPAC1 antag -19%, PLK1 PBD block 0%, EPAC1 agonist 8%, MmCpn inh 1% and PI5P4K alpha inh 5.
`O=C(CN1C(=O)C(=O)c2ccccc21)c1ccccc1` gave CCT chaperon mod 0.1, EPAC2 antag -1%, WRN helicase inh -8%, EPAC1 antag 10%, PLK1 PBD block -12%, EPAC1 agonist 6%, MmCpn inh 1% and PI5P4K alpha inh 2.
`COc1ccc(CCNS(=O)(=O)c2cc(/C=C/C(=O)O)ccc2C)cc1OC` gave CCT chaperon mod -2.3, EPAC2 antag 16%, WRN helicase inh -1%, EPAC1 antag -7%, PLK1 PBD block -7%, EPAC1 agonist -1%, MmCpn inh 1% and PI5P4K alpha inh -16.
`Cc1noc(C)c1COc1ccc(C(=O)N2CCN(c3ccccn3)CC2)cc1` gave CCT chaperon mod -0.4, EPAC2 antag -1%, WRN helicase inh 3%, EPAC1 antag 5%, PLK1 PBD block -3%, EPAC1 agonist 4%, MmCpn inh 0% and PI5P4K alpha inh -3.
O=C(NC1CCCCCC1)c1cc(S(=O)(=O)N2CCC3(CC2)OCCO3)ccc1F was read as CCT chaperon mod 0.3, EPAC2 antag 0%, WRN helicase inh -2%, EPAC1 antag -9%, PLK1 PBD block -2%, EPAC1 agonist 3% and MmCpn inh 0%.
`N#CCOc1ccccc1P(=O)(c1ccccc1)c1ccccc1` gave CCT chaperon mod -0.9, EPAC2 antag -2%, WRN helicase inh 5%, EPAC1 antag -12%, PLK1 PBD block -11%, EPAC1 agonist 1%, MmCpn inh 2% and PI5P4K alpha inh 0.
`CC(C)C[C@@H]1COc2cccc(N3CCC[C@@H]3CO)c2S(=O)(=O)N1` gave CCT chaperon mod 0.8, EPAC2 antag 7%, WRN helicase inh 7%, EPAC1 antag -6%, PLK1 PBD block -16%, EPAC1 agonist -1% and PI5P4K alpha inh -1.
CCOc1ccc(OCC(O)CN2CCc3ccccc3C2)cc1 (stereo not given) was read as CCT chaperon mod -0.7, EPAC2 antag -13%, WRN helicase inh 2%, EPAC1 antag -2%, PLK1 PBD block 9%, EPAC1 agonist 3%, MmCpn inh 1% and PI5P4K alpha inh -3.
For CC(=O)Nc1ccccc1NC(=O)c1ccc(C)c(C)c1 the results were CCT chaperon mod -2.8, EPAC2 antag -2%, WRN helicase inh -6%, EPAC1 antag -7%, PLK1 PBD block 1%, EPAC1 agonist 1%, MmCpn inh 0% and PI5P4K alpha inh 1.
`C[C@H](NC(N)=O)C(=O)OCC(=O)Nc1ccc(OC(F)F)cc1` gave CCT chaperon mod 0.7, EPAC2 antag -3%, WRN helicase inh 8%, EPAC1 antag 0%, PLK1 PBD block 3%, EPAC1 agonist 6%, MmCpn inh -2% and PI5P4K alpha inh -1.
CCCCNC(=O)c1ccc(CS(=O)(=O)c2ccc(OC)cc2)o1 was read as CCT chaperon mod -0.5, EPAC2 antag 4%, WRN helicase inh -10%, EPAC1 antag -6%, PLK1 PBD block -2%, EPAC1 agonist -7%, MmCpn inh -1% and PI5P4K alpha inh 1.
CC(=NCCCn1ccnc1)C1=C(O)c2ccccc2C1=O was read as CCT chaperon mod -2.3, EPAC2 antag 6%, WRN helicase inh -2%, EPAC1 antag 7%, PLK1 PBD block -4%, EPAC1 agonist -2% and MmCpn inh 1%.
For O=C(O)c1ccccc1NC(=O)C1C2C=CC(C2)C1C(=O)O (stereo not given) the results were CCT chaperon mod -2.6, EPAC2 antag 1%, WRN helicase inh -25%, EPAC1 antag 6%, PLK1 PBD block -15%, EPAC1 agonist 4%, MmCpn inh -1% and PI5P4K alpha inh -3.
`O=C(COC(=O)c1sc2ccccc2c1Cl)Nc1ncc(Cl)cc1Cl` gave CCT chaperon mod -1.9, EPAC2 antag 4%, WRN helicase inh -16%, EPAC1 antag -8%, PLK1 PBD block -11%, EPAC1 agonist 3%, MmCpn inh -3% and PI5P4K alpha inh inconclusive.
For CCCc1cc(=O)oc2c(CN(CC)CC)c(O)c(Cl)cc12 the results were CCT chaperon mod -3.3, EPAC2 antag -1%, WRN helicase inh 1%, EPAC1 antag 0%, PLK1 PBD block -2%, EPAC1 agonist -2%, MmCpn inh -9% and PI5P4K alpha inh -4.
For CC1CCC/C(=N\NC(=O)Nc2ccccc2)C1 (stereo not given) the results were CCT chaperon mod -1.3, EPAC2 antag 18%, WRN helicase inh 13%, EPAC1 antag -6%, PLK1 PBD block 5%, EPAC1 agonist -4%, MmCpn inh 0% and PI5P4K alpha inh -4.

An excerpt (hit frequency here may not be typical).
